# STAT3 act: IL-6 driven STAT3 reporter potentiators, primary screen, U3A cells, luciferase, luminescence, MLSCN library; IL-6 STAT3-luciferase reporter; 100% = signal with IL-6 EC80 alone; activation (% of control), % at 5.6 µM; hit rate 0.91% among 190,000;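 active = activation above the screen-wide mean of compound activation plus 3 SD, cut at about 130% in these data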;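 also: 0% = background luminescence of wells with medium and substrate only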
#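 Test system: Human STAT1-deficient U3A cells with stable STAT3-luciferase reporter | Also added: Interleukin-6, 33 ng/mL | Timing: Compound pre-incubation 1 h before IL-6, then 6 h stimulation at 37 °C | Technique: Luciferase reporter luminescence | Read-out: Percent of IL-6-only median luminescence | Benchmarks: IL-6-only wells as 100% reference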
# APP 5'UTR act: activators of APP 5'UTR luciferase reporter, primary screen, SH-SY5Y cells. activation, % at 2 µM. SH-SY5Y APP 5'UTR luciferase reporter, luminescence; zero percent = DMSO vehicle wells. hit rate 1% among 190,000. AID 1276, 2008;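 active = activation above a set limit, based on mean plus 3 SD of controls, cut at about 140% in these data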; also: values of inactives mirror those of a sister screen read the other way
# FLuc inh counter: firefly luciferase enzyme inhibitors, primary screen, artefact control for luciferase-based inhibitor screens, biochemical, luminescence, ATPLite. Luciferin 4-monooxygenase (Photinus pyralis), P08659. 10 min. inhibition, % at 10 µM. hit rate 1.5% among 200,000. AID 1006, 2008;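 active = inhibition above about 50% when tested at 10 µM, limit read from the data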
# Target sequence (P08659 whole entry, looked up): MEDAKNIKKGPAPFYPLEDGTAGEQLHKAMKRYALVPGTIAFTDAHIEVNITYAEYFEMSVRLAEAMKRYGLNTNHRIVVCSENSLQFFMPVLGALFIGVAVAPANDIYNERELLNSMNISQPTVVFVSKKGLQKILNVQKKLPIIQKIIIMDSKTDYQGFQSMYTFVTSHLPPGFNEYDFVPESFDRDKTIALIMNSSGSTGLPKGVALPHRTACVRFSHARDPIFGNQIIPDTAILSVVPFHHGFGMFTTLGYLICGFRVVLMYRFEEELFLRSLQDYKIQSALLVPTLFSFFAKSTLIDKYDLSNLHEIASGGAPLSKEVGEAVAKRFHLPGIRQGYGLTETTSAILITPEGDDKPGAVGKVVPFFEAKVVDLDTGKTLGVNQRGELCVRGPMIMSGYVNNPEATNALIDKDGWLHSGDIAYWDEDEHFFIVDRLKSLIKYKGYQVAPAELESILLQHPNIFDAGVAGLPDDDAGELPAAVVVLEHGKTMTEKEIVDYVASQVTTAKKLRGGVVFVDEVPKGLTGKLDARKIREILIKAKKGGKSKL
# STAT1 blocker: STAT1 signaling inhibitors, primary screen, cell-based, HTS, luciferase reporter; NIH 3T3 STAT1-luciferase reporter, IFN-gamma, luminescence; hit rate 0.35% among 200,000; inhibition, % at 5.5 µM;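 active = inhibition above a set limit, the mean inhibition across all tested compounds plus 3 SD, cut at about 34% in these data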;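 also: 0% = IFN-gamma with DMSO and 100% = IFN-gamma with 300 µM nifuroxazide; values of inactives mirror those of a sister screen read the other way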
# STAT1 activator: STAT1 signaling activators, primary screen, cell-based, HTS, luciferase reporter. NIH 3T3 STAT1-luciferase reporter, IFN-gamma, luminescence; 100% = IFN-gamma alone, no compound. activation (% of control), % at 5.5 µM. hit rate 2.6% among 200,000;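 active = activation above the screen-wide mean activation plus 3 SD, cut at about 130% in these data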;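 also: raw ratio to IFN-gamma control signal so 100% means no change and 0% no light; values of inactives mirror those of a sister screen read the other way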
# STAT3 inh: IL-6 driven STAT3 reporter inhibitors, primary screen, U3A cells, luciferase, luminescence, MLSCN library; hit rate 0.89% among 190,000; AID 862, 2007; IL-6 STAT3-luciferase reporter; host cell line lacks STAT1; inhibition, % at 5.5 µM;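 active = inhibition above the mean inhibition across all screened compounds plus 3 SD, cut at about 44% in these data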;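 also: 0% = DMSO only wells and 100% = 100 µM nifuroxazide control wells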
# APP transl inh: inhibitors of APP translation via 5'UTR reporter, primary screen, APP 5'UTR luciferase, SH-SY5Y cells; hit rate 0.82% among 190,000; inhibition, % at 2 µM; SH-SY5Y APP 5'UTR-luciferase reporter, luminescence;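 active = inhibition above a set limit, derived from the sample mean plus 3 SD, cut at about 45% in these data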; also: values of inactives mirror those of a sister screen read the other way
# NF-kB expr up: activators of NF-kB expression in neurons, primary screen, cell-based, HTS; human neuronal cells, NF-kB reporter expression; stronger effect = higher value; fold change at 12.5 µM; hit rate 1.6% among 190,000; AID 1239, 2008; in the data active = fold change above about 3.3
# ROMK primary: ROMK potassium channel modulators, primary screen, cell-based, thallium flux, MLSMR library; ATP-sensitive inward rectifier potassium channel 1 (Homo sapiens), P48048; Tet-inducible ROMK, thallium flux fluorescence; actives lie on both sides; B-score at 10 µM; hit rate 2% among 130,000; AID 1918, 2009;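 active = signal ratio slope over the read window, or its plate-corrected B-score, at least 3 SD from the plate mean, either direction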;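 also: B-score of the F/F0 ratio slope over 7 to 12 s after thallium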
# Target sequence (P48048 whole entry, looked up): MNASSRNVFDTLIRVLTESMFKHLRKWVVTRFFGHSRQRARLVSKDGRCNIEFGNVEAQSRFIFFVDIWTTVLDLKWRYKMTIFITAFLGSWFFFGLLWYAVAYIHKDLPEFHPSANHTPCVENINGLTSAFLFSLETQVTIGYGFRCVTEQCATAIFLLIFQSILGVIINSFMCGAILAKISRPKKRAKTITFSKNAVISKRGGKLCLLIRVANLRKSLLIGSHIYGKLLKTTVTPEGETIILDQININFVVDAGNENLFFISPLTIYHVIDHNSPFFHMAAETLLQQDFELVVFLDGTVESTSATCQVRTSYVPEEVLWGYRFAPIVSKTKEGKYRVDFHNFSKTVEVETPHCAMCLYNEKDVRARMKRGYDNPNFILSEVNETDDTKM
# FLuc act counter: FLuc activators, initial screening, artefact control for FLuc-dependent activation tests, biochemical, ATPlite luminescence | ATPlite luciferase biochemical, 10 min; 0 = ATP-free wells, 1 = DMSO control | activation factor at 10 µM | 200,000 tested, under 10 active | AID 1027, 2008;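 active = luciferase activation factor, scaled between plate controls, of at least 2 with compound at 10 µM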
#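 System: luciferase plus luciferin reagent, cell-free; medium: PBS as buffer for the ATP substrate; dosing: test compounds dosed from 2 mM stocks in 100% DMSO; timing: 10 min post-reagent at room temperature; measured by: luminescence measurement of luciferase light output; evaluation: luciferase activation, seen as luminescence increase over controls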
# * = called active by the depositor; · = not tested or not shown.
item	mol	STAT3 act	APP 5'UTR act	FLuc inh counter	STAT1 blocker	STAT1 activator	STAT3 inh	APP transl inh	NF-kB expr up	ROMK primary	FLuc act counter
1	O=C(C1CCN(S(=O)(=O)c2ccc(Cl)cc2)CC1)N1CCOCC1	103	-6	-4	-4	97	-3	6	1	0.83	1
2	Cc1cc(C(F)F)nn1CC(=O)NC1C(=O)N2C(C(=O)O)=C(CSc3nnnn3C)CSC12 (stereo unspecified)	103	16	-4	-3	102	-2	-16	1	0.39	1
3	COc1ccc(-c2csc(NC(=O)C3CCCO3)n2)cc1 (stereo unspecified)	104	17	9	-29	127	2	-17	2	-0.17	0.9
4	COc1ccccc1S(=O)(=O)Cc1ccc(C(=O)NC(C)c2ccc3c(c2)OCCO3)o1 (stereo unspecified)	95	-7	-9	4	96	15	7	0.56	·	1.1
5	CN(C)C(=O)c1ccc(-n2nc(C(F)(F)F)c3c2CCCC3)cc1	96	5	-5	8	93	16	-5	1.1	·	1.1
6	O=C(NCC(=O)N(CC1CCCO1)C(C(=O)NC1CCCCC1)c1cccnc1)c1cccs1 (stereo unspecified)	93	8	-4	-3	102	15	-8	0.87	0.71	1
7	Cc1ccc(-c2nc3c(c(=O)[nH]c(=O)n3CC(C)C)n2CC(C)C)cc1[N+](=O)[O-]	98	10	-4	9	91	8	-10	1.1	-3.6*	1
8	COc1ccc(CCN=C(N)NS(=O)(=O)c2ccccc2)cc1OC	96	-8	-2	-3	102	5	8	1.2	0.82	1
9	COC(=O)c1c(C(=O)OC)c(-c2ccc(C)cc2)n2c1CS(=O)(=O)C2	99	-3	0	-7	107	1	3	1.1	0.17	1
10	CCCOC(=O)c1ccc(NC(=O)CC(C)(C)C)cc1	112	122	38	-50	144*	-9	-122	5.5*	0.21	0.6
11	Cc1cc(C(=O)COC(=O)C2=NNC(=O)CC2)c(C)n1CCc1ccccc1	98	106	-3	-8	107	5	-106	1.1	0.12	1
12	CC1CC(C)(C)NC(=S)N1CCC(=O)N1CCc2ccccc2C1 (stereo unspecified)	99	-8	-6	0	99	8	8	0.99	0.22	1.1

# 8 entries from above, arranged by count of non-hydrogen atoms, largest number first:
item	mol	STAT3 act	APP 5'UTR act	FLuc inh counter	STAT1 blocker	STAT1 activator	STAT3 inh	APP transl inh	NF-kB expr up	ROMK primary	FLuc act counter
6	O=C(NCC(=O)N(CC1CCCO1)C(C(=O)NC1CCCCC1)c1cccnc1)c1cccs1 (stereo unspecified)	93	8	-4	-3	102	15	-8	0.87	0.71	1
4	COc1ccccc1S(=O)(=O)Cc1ccc(C(=O)NC(C)c2ccc3c(c2)OCCO3)o1 (stereo unspecified)	95	-7	-9	4	96	15	7	0.56	·	1.1
7	Cc1ccc(-c2nc3c(c(=O)[nH]c(=O)n3CC(C)C)n2CC(C)C)cc1[N+](=O)[O-]	98	10	-4	9	91	8	-10	1.1	-3.6*	1
11	Cc1cc(C(=O)COC(=O)C2=NNC(=O)CC2)c(C)n1CCc1ccccc1	98	106	-3	-8	107	5	-106	1.1	0.12	1
8	COc1ccc(CCN=C(N)NS(=O)(=O)c2ccccc2)cc1OC	96	-8	-2	-3	102	5	8	1.2	0.82	1
5	CN(C)C(=O)c1ccc(-n2nc(C(F)(F)F)c3c2CCCC3)cc1	96	5	-5	8	93	16	-5	1.1	·	1.1
3	COc1ccc(-c2csc(NC(=O)C3CCCO3)n2)cc1 (stereo unspecified)	104	17	9	-29	127	2	-17	2	-0.17	0.9
10	CCCOC(=O)c1ccc(NC(=O)CC(C)(C)C)cc1	112	122	38	-50	144*	-9	-122	5.5*	0.21	0.6

# More entries follow.
item	mol	STAT3 act	APP 5'UTR act	FLuc inh counter	STAT1 blocker	STAT1 activator	STAT3 inh	APP transl inh	NF-kB expr up	ROMK primary	FLuc act counter
13	Cc1ncoc1C(=O)N1CCCC(C(=O)c2cccc(OC(C)C)c2)C1 (stereo unspecified)	104	12	2	-2	100	0	-12	1.1	0.15	1
14	O=C(NCC1OCCc2ccccc21)c1cc(COc2c(F)cccc2F)on1 (stereo unspecified)	103	4	-8	-16	114	8	-4	1.4	-0.85	1.1
15	CCC(c1nnnn1CCC(C)C)N1CCC(C(N)=O)CC1 (stereo unspecified)	107	-3	-8	-1	101	-5	3	1.1	·	1.1
16	CCC(=O)c1ccc(OCC(O)CN2CCN(C(c3ccccc3)c3ccccc3)CC2)cc1 (stereo unspecified)	98	11	-5	-1	101	5	-11	1.1	·	1.1
17	CCC(CC)C(=O)Nc1ccccc1-n1cccc1	108	-2	-11	4	97	-3	2	1.1	·	1.1
18	Cc1ccc(SCC(=O)NC(=O)NC(C)C)c(C)c1	99	2	-4	10	88	6	-2	1	-0.85	1
19	N=C1C(=O)OCC1c1ccccc1NC(=O)Nc1ccccc1 (stereo unspecified)	110	11	-5	2	97	-10	-11	1.2	1.1	1.1
20	CC1Cn2c(nnc2-c2ccccc2O)S1 (stereo unspecified)	98	-2	-5	4	97	7	2	1.2	·	1.1
21	COCCNC(=O)C(C)N1c2cccc3cccc(c23)S1(=O)=O (stereo unspecified)	104	13	-6	-2	103	-2	-13	1.2	1.9	1.1
22	CCOC(=O)Cn1c(=N)n(Cc2ccccc2)c2ccccc21	100	-4	-8	6	95	6	4	1.5	·	1.1
23	CCOc1ccc(NC(=O)c2c(OC)cccc2OC)cc1	107	10	-2	-8	105	1	-10	0.98	-0.64	1
24	COc1ccccc1NC(=O)c1ccc(NC(=O)COC(=O)C2CCCO2)cc1 (stereo unspecified)	98	22	-4	-10	108	10	-22	1.1	0.41	1

# Following part
item	mol	STAT3 act	APP 5'UTR act	FLuc inh counter	STAT1 blocker	STAT1 activator	STAT3 inh	APP transl inh	NF-kB expr up	ROMK primary	FLuc act counter
25	Cc1cc(C)nc(/N=C(\N)N2CCCCCC2)n1	98	-8	-4	2	98	4	8	1.3	0.23	1
26	Cn1nc(CC(=O)Nc2cccc3ncccc23)c2ccccc2c1=O	66	13	-3	12	89	46*	-14	0.67	-0.24	1
27	CCOC(=O)C1CCN(S(=O)(=O)c2nc3nc(C)cc(C)n3n2)CC1	100	22	-9	-4	102	4	-22	1.2	-0.55	1.1
28	COc1ccc(OC)c(NC(=O)CSc2nnc3ccc(-c4ccncc4)nn23)c1	100	-10	0	-9	106	10	10	0.75	0.002	1
29	COc1ccc(S(=O)(=O)NCC(c2cccnc2)N2CCN(C)CC2)cc1C (stereo unspecified)	98	4	-2	7	94	7	-4	1.1	·	1
30	COc1ccc(/C=C(/NC(=O)/C=C/c2ccccc2)C(=O)N2CCOCC2)cc1	99	-8	-4	-6	105	4	8	0.94	0.034	1
31	Cc1c(/C=N/NC(=O)C(C)(C)Oc2ccc(Cl)cc2)cnn1C	102	-5	-6	-1	101	3	5	1.1	-0.39	1.1
32	Cc1ccccc1Nc1nnc(SCc2cc([N+](=O)[O-])cc3c2OCOC3)s1	88	·	0	7	93	14	·	0.49	0.067	1
33	CCC1Oc2ccc(C)cc2N(CC(=O)NCCC2=CCCCC2)C1=O (stereo unspecified)	101	11	-5	3	98	5	-11	1.4	·	1
34	Cc1cc(OCCCCCn2ccnc2)cc(C)c1Cl	100	1	5	-2	100	8	-1	0.99	-0.15	1
35	CCN(CC)S(=O)(=O)c1ccc(C(=O)Oc2cc(C)[nH]c(=O)c2[N+](=O)[O-])cc1	90	-15	-3	0	98	19	15	1.2	-0.054	1
36	O=C(Nc1ccc2c(c1)OCO2)N1CCN(c2ccccc2Cl)CC1	102	16	8	-28	126	5	-16	2	-0.1	0.9

# New compounds follow
item	mol	STAT3 act	APP 5'UTR act	FLuc inh counter	STAT1 blocker	STAT1 activator	STAT3 inh	APP transl inh	NF-kB expr up	ROMK primary	FLuc act counter
37	CC(C)C(=O)Nc1ccc(NC(=O)c2ccccn2)cn1	60	101	67*	9	92	53*	-101	1.9	-0.27	0.3
38	CC1CC(=O)Nc2ccccc2N1S(=O)(=O)c1ccc(Br)cc1 (stereo unspecified)	103	11	-5	-10	109	-1	-12	1.1	·	1
39	O=C(Cn1cccc1)NCc1cccs1	97	22	-4	0	100	6	-22	0.99	1	1
40	COc1ccc2cc(C(c3nnnn3C3CCCC3)N3CCc4ccccc4C3)c(=O)[nH]c2c1 (stereo unspecified)	101	24	-7	-1	101	4	-24	1.2	·	1.1
41	CCN(C(=O)CSc1nc2nc(C)cc(C)n2n1)C1CCS(=O)(=O)C1 (stereo unspecified)	104	-3	1	-8	108	1	3	1.2	-0.75	1
42	CCOC(=O)C(NC(=O)CC)C(O)c1cccc([N+](=O)[O-])c1 (stereo unspecified)	103	10	-2	3	97	2	-10	1.3	·	1
43	Cc1ccccc1CCN(C(=O)Cn1nnc2ccccc21)C(C(=O)NCC1CCCO1)c1nc2ccccc2n1C (stereo unspecified)	102	8	-3	1	99	-2	-8	1.1	-0.41	1
44	COc1ccc(N2C(=O)CCC(C(=O)N(C)C3CCCCC3)C2c2ccc(OC)c(OC)c2)cc1 (stereo unspecified)	101	18	-6	-2	103	3	-18	1.1	0.83	1.1
45	C/C(=N\NC(=O)c1ccc(CN2CCc3ccccc3C2)cc1)c1ccccc1O	110	-14	-7	-10	108	-4	14	1	0.87	1.1
46	CCOc1ccc(C(C(=O)NC2CCCC2)N(Cc2ccccc2)C(=O)c2nsc(Cl)c2Cl)cc1 (stereo unspecified)	113	16	-8	2	100	-5	-16	0.48	·	1.1
47	CCCC(=O)Nc1cc(-c2nc3ncccc3o2)ccc1C	96	-5	-2	3	95	8	5	1.2	·	1
48	O=C1CC(N2CCN(C/C=C/c3ccccc3)CC2)C(=O)N1Cc1cccs1 (stereo unspecified)	96	-3	-5	-2	102	10	3	0.96	·	1
49	COc1ccccc1C1/C(=C(/O)c2ccc(C)cc2)C(=O)C(=O)N1CC(C)O (stereo unspecified)	97	12	-8	-6	105	10	-12	1.1	·	1.1
50	COc1ccc(NC(=O)c2cnc3sccn3c2=O)cc1	131	77	22	-23	123	-29	-77	2.2	·	0.8
51	O=C(OCC(=O)c1c[nH]c2ccccc12)c1ccco1	106	30	24	-18	117	-3	-30	2.4	·	0.8

# Screening results: PubChem, several laboratories
